Screening data: PubChem BioAssay, National Center for Advancing Translational Sciences (NCATS)
LmPK inh: qHTS Assay for Inhibitors of Leishmania Mexicana Pyruvate Kinase (LmPK); Potency, µM (titrated, usually from 57.5 µM), for the others: at the top dose activity change, negative = inhibition, most hits filed as inhibitors; purified LmPK, Kinase-Glo ATP luminescence, 1 h; Q27686; 290,000 tested, 0.37% active; AID 1721, 2009; also: potency is read from the fitted curve at half-maximal effect; % is scaled to controls: 0 for no effect and ±100 for the full control effect
Target sequence (Q27686 whole entry, looked up): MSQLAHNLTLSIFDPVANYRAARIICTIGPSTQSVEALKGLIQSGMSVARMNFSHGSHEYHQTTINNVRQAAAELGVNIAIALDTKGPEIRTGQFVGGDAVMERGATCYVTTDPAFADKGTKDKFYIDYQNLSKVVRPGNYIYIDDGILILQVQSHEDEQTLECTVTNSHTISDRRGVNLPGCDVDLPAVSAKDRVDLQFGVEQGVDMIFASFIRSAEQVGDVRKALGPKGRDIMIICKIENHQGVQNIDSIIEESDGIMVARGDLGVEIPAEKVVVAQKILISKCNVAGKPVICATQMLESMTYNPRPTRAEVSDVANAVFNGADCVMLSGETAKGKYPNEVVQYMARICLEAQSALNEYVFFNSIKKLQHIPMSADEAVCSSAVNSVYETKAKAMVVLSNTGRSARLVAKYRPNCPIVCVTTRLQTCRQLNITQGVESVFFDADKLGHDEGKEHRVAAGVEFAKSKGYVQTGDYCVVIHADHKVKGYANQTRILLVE
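In 50 mM imidazole pH 7.2 with 7 mM MgCl2, LmPK (0.1 nM) turned over PEP (0.5 mM) and ADP (0.1 mM) for 1 h at room temperature. Luciferase read-out of ATP.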
Shiga inhibitor: A qHTS for Small Molecule Inhibitors of Shiga Toxin | Vero cells, Shiga toxin protein synthesis inhibition reporter | 290,000 tested, 9.2% active | inhibition, % at 38.7 µM; in the data active = inhibition mostly above about 28%, no sharp cut-off; inactive = mostly below about 43%; also: 0% is about no effect
Pf growth 96h: Primary qHTS for delayed death inhibitors of the malarial parasite plastid, 96 hour incubation | P. falciparum luciferase reporter growth, 96 h | Potency, µM (highest dose often 28.7 µM), without a hit: at the highest dose activity change, negative = inhibition, hits mostly inhibitors | 320,000 tested, 6.9% active | AID 504834, 2011; also: potency is read from the fitted curve at half-maximal effect; % is scaled to controls: 0 for no effect and ±100 for the full control effect
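Two-generation exposure (96 h) targets delayed-death phenotype. Reporter parasites carrying integrated firefly luciferase, in red cells at 2% hematocrit and 0.05% parasitemia final, kept at 37 C, 5% CO2; luminescence loss indicates inhibition.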
Pf growth 48h: Primary qHTS for delayed death inhibitors of the malarial parasite plastid, 48 hour incubation | P. falciparum luciferase growth in erythrocytes, 48 h | Potency, µM (doses to about 28.7 µM), without a hit: top-dose activity change, negative = inhibition, most hits filed as inhibitors | 310,000 tested, 5.9% active; also: potency is read from the fitted curve at half-maximal effect; % is scaled to controls: 0 for no effect and ±100 for the full control effect
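Compounds are pin-transferred into medium, infected erythrocytes (2% hematocrit, 0.1% parasitemia final) are added, and plates sit one parasite generation at 37 C in 5% CO2. Detection reagent is then added and luminescence measured.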
Tb PYK inh: qHTS of Trypanosoma Brucei Inhibitors | pyruvate kinase (Trypanosoma brucei), Q57TT1 | 410,000 tested, 0.12% active | TbPYK enzyme, Kinase-Glo Plus ATP luminescence, 45 min | Potency, µM (titrated, usually from 76.8 µM), for inactives: at the top dose activity, negative = inhibition, usual class: inhibitors; also: potency is read from the fitted curve at half-maximal effect; % is scaled to controls: 0 for no effect and ±100 for the full control effect; nearly all actives have a fitted effect of over 50% in size
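Assay buffer: 50 mM TEA pH 7.2, 100 mM KCl, 10 mM MgCl2, 0.05% BSA, 0.01% Tween-20. Pyruvate kinase from T. brucei plus substrate met compound, then ADP (130 uM final). Luminescence was read post 45 min RT.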
Cycloheximide cs: Cycloheximide Counterscreen for Small Molecule Inhibitors of Shiga Toxin. cell reporter, cycloheximide protein synthesis inhibition counterscreen. AID 2314, 2010. 300,000 tested, 12% active. max response, %; in the data active = max response mostly above about 13%, no sharp cut-off; inactive = mostly below about 14%; also: read at 38.3 µM for the half of the compounds with a filed dose; 0% is about no effect
AmpC inh no detg: qHTS Inhibitors of AmpC Beta-Lactamase (assay without detergent); P00811; AmpC nitrocefin hydrolysis, absorbance 480 nm, 0.0001% Triton; Potency, µM (doses to about 57.1 µM), for inactives: at the highest dose activity change, negative = inhibition, actives largely listed as inhibitors; 330,000 tested, 0.52% active;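 also: potency is read from the fitted curve at half-maximal effect; plate controls were no compound for no effect and no enzyme for full effect; nearly all actives have a fitted effect of over 20% in size; some results filed as inactive show a strong effect at the top dose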
Target sequence (P00811 whole entry, looked up): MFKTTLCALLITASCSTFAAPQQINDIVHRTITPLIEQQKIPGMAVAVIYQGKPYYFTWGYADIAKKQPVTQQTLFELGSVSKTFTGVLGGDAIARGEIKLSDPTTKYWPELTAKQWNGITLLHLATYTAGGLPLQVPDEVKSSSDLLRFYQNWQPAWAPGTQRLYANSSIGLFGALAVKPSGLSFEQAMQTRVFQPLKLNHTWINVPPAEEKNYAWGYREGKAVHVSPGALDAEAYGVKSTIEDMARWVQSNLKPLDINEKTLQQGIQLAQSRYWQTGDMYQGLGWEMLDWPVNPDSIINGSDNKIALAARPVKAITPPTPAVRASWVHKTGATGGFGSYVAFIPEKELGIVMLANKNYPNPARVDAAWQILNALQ
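AmpC (5.3 nM in the dispensed reagent) in 20 mM phosphate pH 7.0 with 0.01% (detergent screen) or 0.0001% Triton X-100 was preincubated with compounds for 15 min at room temperature. Nitrocefin was then added from an 800 uM solution, and hydrolysis was followed at 480 nm.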
Numbers without * were called inactive; ? = inconclusive; . = not tested or not shown; [ ] = remark or other dose. Unless noted, calls follow the shape of the dose curve; as a rule, active = well fitted curve in the direction sought with a large enough effect; inconclusive = small, poorly fitted or top-dose-only effect, or another doubt; inactive = no such curve, though single readings can be large; an effect the other way counts as inactive or inconclusive. Outcome played no part in choosing rows; any-hit rate near 22%.

molecule	LmPK inh	Shiga inhibitor	Pf growth 96h	Pf growth 48h	Tb PYK inh	Cycloheximide cs	AmpC inh no detg
C/C(Cc1ccccc1)=N\NC(=O)c1cccnc1	6%	9	177%[activator]	-12%	1%	13	-24%
CCc1ccc(OC(=O)c2cccnc2)cc1	-7%	30	?	-1%	1%	4	-5%
CC1=C(C(=O)O)N2C(=O)C(NC(=O)CCCC(=O)O)C2SC1 (stereo not given)	3%	2	-15%	13%	-15%	-5	2%
CCc1c(C2(O)CCCCC2)[nH]c2cc(C(F)(F)F)ccc12	13%	-9	?	-8%	-10%	-2	-23%
COC(=O)CCC(=O)Nc1sc(Cc2ccccc2)c(C)c1C(N)=O	-9%	-16	33%[activator]	16%	-27%	-2	7%
COc1ccc(CNc2ncc(-c3ccccc3)n2C)cc1	6%	.	?	0%	14%	13	-14%
CC(OC(=O)c1cccc(NS(C)(=O)=O)c1)C(=O)Nc1ccc(N2CCOCC2)cc1 (stereo not given)	1%	-3	-3%	3%	2%	2	-14%
OCCOCCO	.	.	-5%	-2%	1%	.	-7%
CCn1cc(CN2CCCC(C(=O)Nc3ccc(-c4cscn4)cc3)C2)cn1 (stereo not given)	-6%	-32	24%	14%	-6%	12	-9%
CCc1ccc(N2C(=O)NC(=O)C(Cc3ccc(OC)cc3OC)C2=O)cc1 (stereo not given)	-1%	17	11%	.	1%	0	-14%
CCOC(=O)N1CCN(C(=O)COc2cccc3c2CCN(Cc2ccccc2C)C3=O)CC1	4%	-5	?	?	-4%	-1	172%[activator]
CCOc1ccc(NC(=O)C/C(N)=N/O)cc1	-6%	7	211%[activator]	2%	2%	1	-31%
Cc1ccc2nc3c(cc(C#N)c(=N)n3Cc3cccnc3)c(=O)n2c1	-12%	26	?	19%	.	7	-3%
COc1ccc(OCCOCCN2CCc3ccccc3C2)cc1	4%	-11	?	.	.	-6	2%
CCC(C)NC(=O)CCn1c(=O)c2cccn2c2ccc(F)cc21 (stereo not given)	-3%	-2	27%	-4%	-17%	-2	-3%
O=C(NCc1ccccc1)C(c1cccnc1)N(Cc1ccco1)C(=O)c1ccccn1 (stereo not given)	1%	-6	0%	-9%	-14%	-1	-16%
CCc1nc2ccc(C(=O)N3CCN(c4cccc(C(F)(F)F)c4)CC3)cc2nc1CC	-6%	-9	?	-17%	-2%	-7	206%[activator]
Cc1ccccc1-n1ncc(C(C)NC(=O)c2ccco2)c1C (stereo not given)	2%	55*	10%	43%[activator]	10%	29*	-3%
CCOc1ccc2nc(SCC(=O)NC(=O)NCc3ccco3)[nH]c2c1	1%	18	?	?	-6%	-2	-30%
Cc1ccc([N+](=O)[O-])c(OCCCN2CCCCCC2)c1	2%	13	13%	-27%	-6%	15	-3%[2.29 µM]
COc1ccccc1N1CCN(/N=C/c2cccc(OC)c2OC)CC1	2%	61*	19%	14%	3%	15*	39%
COc1ccc(C(CNC(=O)c2oc3ccccc3c2C)N2CCCC2)cc1 (stereo not given)	.	.	9.3µM*	9.3µM*	-4%	.	57%
O=C(COC(=O)Cc1ccccc1)Nc1cccnc1Cl	-2%	17	36%[activator]	13%	-2%	4	-14%[11.4 µM]
CC(=O)Oc1ccc(/C=C(\NC(=O)c2ccco2)C(=O)Nc2ccc(C(C)=O)cc2)cc1	-5%	-9	23%	4%	6%	-4	-14%
O=C1C2CCCC1C(N1CCCC1)CC2 (stereo not given)	-1%	14	9%	22%	-4%	-3	-16%

The results go on:
molecule	LmPK inh	Shiga inhibitor	Pf growth 96h	Pf growth 48h	Tb PYK inh	Cycloheximide cs	AmpC inh no detg
O=C(c1cnc2ccccn2c1=O)N1CCCc2ccccc21	-8%	3	-28%	8%	-8%	-5	-13%
CN(C)Cc1c(C(=O)N/N=C/CCc2ccccc2)nnn1-c1nonc1N	-3%	15	3%	9%	0%	8	-2%
Cc1ccc(NC(=O)c2oc3ccccc3c2C)c([N+](=O)[O-])c1	9%	46*	?	119%[activator]	1%	30*	-20%
COC(=O)c1ccc(CNC(=O)C2CCC(=O)N(CCc3ccccc3)C2)cc1 (stereo not given)	-6%	-7	?	0%	1%	0	18%
NCC(c1ccccc1)c1c[nH]c2ccccc12 (stereo not given)	2%	-7	-24%[5.75 µM]	7%	0%	-2	-8%[2.29 µM]
COc1ccc(NC(=O)CSC2=NN3CCCC(=O)N=C3S2)c(OC)c1	6%	-5	-29%	9%	-1%	7	-15%
Cc1cc(C(=O)NC(C)C2CC2)c(Cl)cc1Cl (stereo not given)	-4%	.	47%[activator]	4%	-2%	1	-43%
CCc1nnc(NC(=O)c2ccc(-c3ccccc3F)o2)s1	-8%	28	?	19%	-6%	22*	-5%
COc1ccc(C(=O)COC(=O)C2CCCN2C(=O)C23CC4CC(CC(C4)C2)C3)cc1 (stereo not given)	0%	-7	0%	10%	-3%	-2	-10%
N/C(=N\OC(=O)c1ccc2ccccc2c1)c1ccncc1	-22%	117*	14%	?	-5%	37*	-2%
CCOC(=O)C1CCCN(C(=O)CN(c2ccc(OC)cc2)S(=O)(=O)c2c(C)noc2C)C1 (stereo not given)	12%	-8	67%[activator]	.	-3%	-2	75%[activator]
CCc1ccccc1N(CC(=O)N1CCN(c2ccccc2F)CC1)S(C)(=O)=O	-8%	-14	-12%	-9%	2%	-9	60%
Cc1ccn(CCC(=O)N2c3ccccc3CC2C)n1 (stereo not given)	-2%	-3	9%	0%	-2%	-3	-4%
NS(=O)(=O)c1ccc(S(=O)(=O)N(CCc2ccccc2)Cc2ccccn2)cc1	-6%	-10	?	-12%	2%	-3	-2%
COc1ccc(-n2nc(C(=O)NCC(=O)N3CCN(C)CC3)c3ccccc3c2=O)cc1OC	0%	19	130%[activator]	-8%	1%	-1	0%
Cn1c(=O)cc(OCC(=O)NCCCN2CCN(c3ccccc3F)CC2)c2ccccc21	7%	-14	?	.	6%	-5	92%[activator]
COc1ccccc1C(=O)Nc1cccc(NC(=O)c2ccccc2C)c1	4%	6	-24%	-31%	-13%	3	-32%
CCCOn1c(OCC(C)C)nc2ccccc2c1=O	0%	25	3%[5.75 µM]	4%	-4%	5	4%
CCC1OC(c2ccc([N+](=O)[O-])cc2)=Nc2ccccc21 (stereo not given)	-1%	6	2%	27%	-1%	-6	-29%
CC1CCCCN1CCNC(=O)c1ccc2c(=O)n(CCc3ccccc3)c(=O)[nH]c2c1 (stereo not given)	7%	-14	-16%	-18%	-4%	-1	-2%
O=C(CSc1ncnc2nc[nH]c12)N1CCN(c2ccccc2)CC1	6%	14	-16%	-28%	.	-2	-14%
Oc1ccc2ccccc2c1CNc1ccccn1	2%	5	17%	13%	-6%	22	-37%
Cc1c(-c2ccccc2)nc(N)c(C#N)c1-c1ccco1	8%	54	.	21%	4%	-4	-27%
CCOc1ccc(NC(=S)N2CCC(NC(=O)c3ccco3)CC2)cc1	-3%	-5	-3%	1%	1%	-1	-11%
COc1ccccc1OCCCOc1c(C)cc(C)cc1Br	0%	19	?	?	-5%	10	-24%

Following part:
molecule	LmPK inh	Shiga inhibitor	Pf growth 96h	Pf growth 48h	Tb PYK inh	Cycloheximide cs	AmpC inh no detg
Cc1ccc(OCC(=O)O)c(-n2nc3ccccc3n2)c1	2%	-15	-24%	8%	-8%	1	-23%
CNC(=O)c1ccc(NC(=O)/C=C/c2cccc(F)c2)cc1	9%	64	27%	38%[activator]	-2%	27*	-26%
C[N+]1(CC(=O)NNc2c3ccccc3nc3ccccc23)CCOCC1	1%	34	13%	?	.	8	-15%
Cc1onc(-c2ccccc2)c1C(=O)NCCCc1ccccc1	.	.	-1%	11%	-3%	.	-38%
CN(C)/C(=N\O)c1c(Cl)cccc1Cl	-4%	2	39%[activator]	11%	-11%	6	-19%
CC12CCC(=O)N1C(C(=O)NNC(=O)c1ccccc1)CS2 (stereo not given)	.	.	19%	22%	0%	.	-14%
Clc1ccccc1Cn1nnc2ccccc21	12%	-4	25%	-15%	-3%	-3	-17%
Cc1ccc(-c2nnc3c4ccccc4c(C)nn23)cc1S(=O)(=O)N1CCN(CCO)CC1	-1%	-1	?	0.41µM*	-3%	6	60%[activator]
Cc1ccc(S(=O)(=O)Nc2ccc(Cl)cn2)cc1C	-4%	3	37%	75%[activator]	5%	3	-43%
COc1ccc(C2CC(=O)c3cnc(N)nc3C2)c(OC)c1 (stereo not given)	0%	-19	.	7%	1%	-5	-13%
O=C(NCc1ccco1)c1ccc(Cn2c(=O)c3sccc3n(Cc3cccc(F)c3)c2=O)cc1	3%	22	2.6µM*	.	-1%	26*	-28%
O=C1CSC(=S)N1c1cccc(O)c1	-2%	3	31%[activator]	29%	2%	10	-41%
CCOC(=O)N1CCN(S(=O)(=O)c2ccc(F)c(C(=O)Nc3cc(C)cc(C)c3)c2)CC1	-2%	9	?	8.3µM*	6%	-1	93%[activator]
O=c1c2ccccc2nc2n1C(CSc1ccc(F)cc1)CS2 (stereo not given)	0%	-4	-17%	-19%[1.15 µM]	4%	3	-40%
O=C1CC(N2CCC(c3nc4ccccc4o3)CC2)C(=O)N1c1ccc(Cl)c(C(F)(F)F)c1 (stereo not given)	0%	7	.	-10%	-3%	3	37%[activator]
O=C(CCNC(=O)c1ccco1)Nc1ccc(Cl)cc1	6%	-16	6%	-9%	-1%	9	-19%
O=C(COC(=O)c1n[nH]c2ccccc12)NC(=O)NC1CCCCC1	0%	40	-5%	20%	-3%	-4	-43%
Clc1cc(Cl)cc(Nc2ncn[nH]2)c1	3%	-12	-12%	?	12%	-1	-12%
C=C(C)Cc1c(C)c(C#N)c2nc3ccccc3n2c1N1CCCCC1	5%	-16	?	.	-2%	-2	-13%
